From PubChem BioAssay
RTF Ca sens act: cardiac RTF calcium sensitivity activators, primary screen, biochemical, IANBD-TnC fluorescence, EC20 calcium | Troponin I, cardiac muscle (Homo sapiens) + Troponin T, cardiac muscle (Homo sapiens) + … | IANBD-labeled TnC RTF fluorescence at EC20 calcium; 0% EC20 calcium, 100% full calcium | activation, % at 7.2 µM | 340,000 tested, 0.24% active | AID 493008, 2010;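 active = activation above the mean over all tested compounds plus 3 SD, cut at about 30% in these data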;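 note: rise in fluorescence read as greater calcium sensitivity of cardiac thin filaments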
Rtt109 Vps75: inhibitors of C. albicans Rtt109/Vps75 HAT, primary screen, biochemical, ThioGlo CoA-SH fluorescence, plate reader; AID 540336, 2011; 330,000 tested, 0.16% active; purified Rtt109/Vps75, 4 h; inhibition, % at 34.9 µM; Histone acetyltransferase RTT109 (Candida albicans (strain SC5314 / ATCC MYA-2876)), …;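 active = inhibition of at least 50% in every replicate; inconclusive = best replicate reaches 50% inhibition but some replicates fall short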
dFosB activator: activators of delta FosB homodimer, primary screen, biochemical, fluorescence polarization, TAMRA-CDK5 oligo, single point | Protein FosB (Mus musculus), P13346 | 340,000 tested, 0.99% active | purified delta FosB; percent of positive-control signal above neutral wells | AID 493131, 2011 | activation, % at 25 µM;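 active = mean activation above about 17%, with every replicate also reaching it, limit read from the data, passing the limit was not always enough; inconclusive = only one of the two conditions met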;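 note: fluorescence polarization rise as delta FosB binds a TAMRA Cdk5 AP-1 oligo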
MITF TRPM1 HTS: activators of MITF-driven TRPM1 promoter reporter, primary screen, cell-based, SK-MEL-5, luciferase, single point; SK-MEL-5 TRPM1-promoter luciferase, 24 h; % of positive control, neutral wells = 0; activation, % at 12.5 µM; 300,000 tested, 0.75% active;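 active = mean activation of at least 80% with every replicate also reaching 80%; inconclusive = mean reaches 80% but some replicate falls short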;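 note: 0% = neutral control wells and 100% = parthenolide positive control wells; values of inactives mirror those of a sister screen read the other way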
CDK5 inh: inhibitors of human CDK5/p35 kinase, primary screen, biochemical, single concentration; 330,000 tested, 0.01% active; Cyclin-dependent kinase 5 (Homo sapiens) + Cyclin-dependent kinase 5 activator 1 (Homo …; AID 488839, 2010; Recombinant CDK5/p35, ADP-Glo luminescence, 60 min; inhibition, % at 10 µM;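 active = highest replicate inhibition of at least 50% and at least 75% of replicates reaching 50%; inconclusive = only one of the two criteria met; inactive = both criteria failed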;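 note: plate controls were DMSO neutral control for no effect and GW8510 at 10 µM for full effect; many of its hits are not listed in these tables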
PvdQ inh: P. aeruginosa PvdQ acylase inhibitors, primary screen, biochemical, fluorescence, plate reader and imaging, single point; purified PvdQ acylase; 340,000 tested, 0.063% active; inhibition, % at 10 µM; PvdQ acylase [Pseudomonas aeruginosa LESB58]; in the data active = inhibition above about 30%, passing the limit was not always enough; inconclusive = no clear call, values can overlap the other calls;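 note: 0% = vehicle neutral wells and 100% = reference inhibitor wells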
HTR5A ag ctr: HTR5A agonists in luminescence cell assay, primary screen, counter-screen for OPRM1-OPRD1 heterodimer agonist project, full-deck HTS | cell-based | activation, % at 9.3 µM | 340,000 tested, 0.61% active; in the data active = activation mostly above about 9.5%, no sharp cut-off; inactive = mostly below about 7.6%;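 note: 0% = cells with vehicle only and 100% = reference agonist; strong numbers were not always called active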
Target sequence (P47898 whole entry, looked up): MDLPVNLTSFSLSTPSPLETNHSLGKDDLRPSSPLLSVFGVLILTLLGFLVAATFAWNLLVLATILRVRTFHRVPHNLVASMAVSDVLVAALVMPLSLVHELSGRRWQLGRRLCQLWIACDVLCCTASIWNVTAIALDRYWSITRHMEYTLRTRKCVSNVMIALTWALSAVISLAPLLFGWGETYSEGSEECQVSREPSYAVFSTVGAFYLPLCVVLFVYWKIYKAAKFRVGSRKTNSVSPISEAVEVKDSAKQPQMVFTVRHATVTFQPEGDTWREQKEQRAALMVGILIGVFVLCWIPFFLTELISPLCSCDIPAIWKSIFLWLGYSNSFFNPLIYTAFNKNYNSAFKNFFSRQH
SR-BI uptake up: activators of SR-BI mediated DiI-HDL uptake, primary screen, ldlA[mSR-BI] CHO cells, DiI fluorescence. 3 h; 100 = double the neutral-control signal. activation, % at 12.5 µM. 320,000 tested, 0.096% active. AID 504775, 2011;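 active = mean replicate activation of at least 60% and every replicate at or above 60%; inconclusive = mean or all-replicate condition met, but not both; inactive = mean below 60% and not all replicates reaching 60%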;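 note: 0% = median plate neutral-control signal and 100% = twice that signal; values of inactives mirror those of a sister screen read the other way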
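Material – SR-BI-overexpressing, LDLR-lacking CHO cells · Medium – BSA-supplemented, HEPES-buffered Ham's F12, pH 7.4 · Doses – single concentration · Times – compound with DiI-HDL co-incubation, 3 h at 37 °C · Measured by – bottom-read fluorescence, 550/595 nm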
SR-BI DiI inh: inhibitors of SR-BI mediated HDL lipid uptake, primary screen, ldlA[mSR-BI] cells, fluorescence, single point. Scavenger receptor class B member 1 (Mus musculus), Q61009. ldlA[mSR-BI] CHO cells, DiI-HDL uptake fluorescence, 3 h. inhibition, % at 12.5 µM. 320,000 tested, 0.96% active. AID 488896, 2010;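 active = mean replicate inhibition of at least 70% and a set share of replicates each scoring 70 or more; inconclusive = meets just one of the two criteria; inactive = fails both criteria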;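 note: 0% = median of neutral control wells and 100% = median of positive control wells; values of inactives mirror those of a sister screen read the other way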
Target sequence (Q61009 whole entry, looked up): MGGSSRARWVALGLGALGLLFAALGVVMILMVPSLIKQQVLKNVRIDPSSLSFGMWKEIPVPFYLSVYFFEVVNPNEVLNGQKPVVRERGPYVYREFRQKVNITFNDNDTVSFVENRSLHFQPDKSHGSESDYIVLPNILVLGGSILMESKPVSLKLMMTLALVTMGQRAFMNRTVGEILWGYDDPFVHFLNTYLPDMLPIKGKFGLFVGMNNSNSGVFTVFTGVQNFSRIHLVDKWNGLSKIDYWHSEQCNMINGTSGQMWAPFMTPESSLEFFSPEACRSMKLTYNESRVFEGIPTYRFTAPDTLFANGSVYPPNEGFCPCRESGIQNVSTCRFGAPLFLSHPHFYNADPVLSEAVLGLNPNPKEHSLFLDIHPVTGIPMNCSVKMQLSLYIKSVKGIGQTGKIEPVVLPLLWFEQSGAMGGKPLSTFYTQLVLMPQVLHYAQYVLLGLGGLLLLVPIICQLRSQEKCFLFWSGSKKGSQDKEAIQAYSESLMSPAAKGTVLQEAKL
Wnt act: Wnt/beta-catenin pathway activators, primary screen, cell-based, plate reader, single point; activation, % at 9.35 µM; 300,000 tested, 1.2% active; Wnt/beta-catenin reporter cell assay, activator; AID 743398, 2014; in the data active = activation above about 30%, passing the limit was not always enough; inconclusive = no clear call, values can overlap the other calls;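 note: 0% = neutral control wells and 100% = positive control wells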
Starred values were filed as active, the others as inactive; u = inconclusive; x = not tested or not shown.

SMILES | RTF Ca sens act | Rtt109 Vps75 | dFosB activator | MITF TRPM1 HTS | CDK5 inh | PvdQ inh | HTR5A ag ctr | SR-BI uptake up | SR-BI DiI inh | Wnt act
COc1ccccc1NC(=O)CSc1nnc(Cn2c(=O)sc3ccccc32)n1C | 2 | -1 | -9 | x | 0.9 | -4 | 8 | -12 | 12 | -1
COC(=O)CSc1nnc(CNS(=O)(=O)c2ccc(Br)cc2)n1C | 1 | -3 | 0 | -9 | 1.4 | -20 | -4 | 26 | -26 | -4
O=c1c([N+](=O)[O-])c[nH]c2ccccc12 | -2 | x | -3 | -9 | -2.8 | -12 | -2 | 20 | -20 | 3
CCOc1ccc(C(=O)NC(C(=O)NCc2ccccc2OC)C(C)C)cc1 (configuration not stated) | 5 | 0 | -6 | 5 | -6.4 | -15 | 2 | -9 | 9 | -1
Cc1cc(C)n(-c2ccc(C(=O)OCn3nnc4ccccc4c3=O)cc2)n1 | 8 | 2 | -18 | -1 | -1.1 | -4 | 5 | 10 | -10 | x
O=C1CCN(Cc2ccccc2)CCN1[C@H](CO)c1ccccc1 | -8 | 6 | 0 | 1 | 2.6 | 8 | 7 | -6 | 6 | 0
CCCCNC(=S)NNC(=O)c1cc(C2CC2)nc2ccccc12 | -2 | -3 | -7 | -12 | 2.5 | -15 | 1 | -2 | 2 | 3
Cc1cc(C)c(S(=O)(=O)N2CCCC(C(=O)NC3CCCC3)C2)c(C)c1 (configuration not stated) | -5 | -2 | 3 | -1 | 2.1 | -12 | 5 | x | x | -1
CC1=C(C(=O)N2CCOCC2)C(c2cc(C)ccc2C)NC(=S)N1 (configuration not stated) | 1 | 6 | -7 | -7 | -0.4 | -7 | 3 | 23 | -23 | -2
CCCCC(CC)C(=O)N1CCN(C(=O)c2ccco2)CC1 (configuration not stated) | -4 | -6 | -10 | -3 | 0.3 | 5 | 0 | -4 | 4 | 15
COc1ccc(CNC(=O)N2CCN(c3ccccc3OC)CC2)cc1 | 3 | -3 | -8 | -4 | 0.6 | -15 | -1 | -20 | 20 | -1
COCCCNC(=O)c1ccc([N+](=O)[O-])c(Cl)c1 | 0 | 5 | 6 | 8 | 0.7 | 10 | -4 | 1 | -1 | x
Cc1nc(C(=O)Nc2ccccc2)sc1C(=O)Nc1ccccc1 | -1 | 9 | -6 | 86* | 0.1 | 6 | 1 | -71 | u | 1
CC(C)CC(=O)Nc1ccc(C(=O)Cn2c(=O)oc3ccccc32)cc1 | -2 | 22 | 6 | -6 | -1.2 | 4 | -3 | -37 | 37 | 3
Cc1c(OCC(=O)NCCN2CCOCC2)ccc2c(-c3ccccc3)cc(=O)oc12 | -8 | x | -8 | -4 | 0.0 | -2 | -5 | 9 | -9 | -2

8 neighbouring entries out of the list so far, for reference:
SMILES | RTF Ca sens act | Rtt109 Vps75 | dFosB activator | MITF TRPM1 HTS | CDK5 inh | PvdQ inh | HTR5A ag ctr | SR-BI uptake up | SR-BI DiI inh | Wnt act
Cc1cc(C)c(S(=O)(=O)N2CCCC(C(=O)NC3CCCC3)C2)c(C)c1 (configuration not stated) | -5 | -2 | 3 | -1 | 2.1 | -12 | 5 | x | x | -1
CC1=C(C(=O)N2CCOCC2)C(c2cc(C)ccc2C)NC(=S)N1 (configuration not stated) | 1 | 6 | -7 | -7 | -0.4 | -7 | 3 | 23 | -23 | -2
CCCCC(CC)C(=O)N1CCN(C(=O)c2ccco2)CC1 (configuration not stated) | -4 | -6 | -10 | -3 | 0.3 | 5 | 0 | -4 | 4 | 15
COc1ccc(CNC(=O)N2CCN(c3ccccc3OC)CC2)cc1 | 3 | -3 | -8 | -4 | 0.6 | -15 | -1 | -20 | 20 | -1
COCCCNC(=O)c1ccc([N+](=O)[O-])c(Cl)c1 | 0 | 5 | 6 | 8 | 0.7 | 10 | -4 | 1 | -1 | x
Cc1nc(C(=O)Nc2ccccc2)sc1C(=O)Nc1ccccc1 | -1 | 9 | -6 | 86* | 0.1 | 6 | 1 | -71 | u | 1
CC(C)CC(=O)Nc1ccc(C(=O)Cn2c(=O)oc3ccccc32)cc1 | -2 | 22 | 6 | -6 | -1.2 | 4 | -3 | -37 | 37 | 3
Cc1c(OCC(=O)NCCN2CCOCC2)ccc2c(-c3ccccc3)cc(=O)oc12 | -8 | x | -8 | -4 | 0.0 | -2 | -5 | 9 | -9 | -2

More structures:
SMILES | RTF Ca sens act | Rtt109 Vps75 | dFosB activator | MITF TRPM1 HTS | CDK5 inh | PvdQ inh | HTR5A ag ctr | SR-BI uptake up | SR-BI DiI inh | Wnt act
Cc1nc(NCC2CCCO2)c2nnn(Cc3ccccc3)c2n1 (configuration not stated) | 0 | -5 | 1 | -9 | -0.2 | 11 | 3 | 16 | -16 | 0
COc1ccc(C2c3[nH]c4ccccc4c3CCN2C(=O)c2ccc(=O)n(C)n2)c(F)c1 (configuration not stated) | 2 | 0 | -17 | 7 | -2.2 | -13 | -5 | -16 | 16 | x
O=C(c1ccc(S(=O)(=O)N2CCCCCC2)cc1)N(c1ccccn1)C1CCCCC1 | -1 | -12 | -11 | -5 | -0.9 | -11 | 4 | 3 | -3 | -8
COc1ccc(C)cc1NC(=O)Nc1cccc(C(=O)O)c1 | -1 | -3 | 5 | -7 | 1.5 | 20 | 2 | 11 | -11 | -2
COC(=O)C1=C(C)OC(N)=C(C#N)C1c1cc(OC)ccc1OC (configuration not stated) | 0 | 7 | -1 | 5 | 1.0 | 6 | 4 | 15 | -15 | x
COc1ccc(C(=O)NCC(=O)OCC(=O)NC2CCCCCC2)cc1 | -1 | 0 | -7 | -7 | 0.1 | -11 | -1 | 13 | -13 | 1
CCCc1cc(=O)oc2c(C)c(OCC(=O)NCc3ccccn3)ccc12 | -3 | -5 | -14 | 19 | x | -1 | 1 | -15 | 15 | 0
CSCC[C@H](NC(=O)OC(C)(C)C)c1nnc(SCc2cccc(F)c2)o1 | -5 | 4 | -3 | -4 | 0.8 | -16 | -4 | -3 | 3 | x
O=C(c1ccc(Cl)c([N+](=O)[O-])c1)N1CCN(S(=O)(=O)c2ccc(Cl)cc2)CC1 | -1 | 6 | -5 | -26 | -1.0 | -14 | 5 | 43 | -43 | -2
O=C(Nc1ccc(NC(=O)c2ccc(S(=O)(=O)c3ccccc3)cc2)cc1)c1ccccc1 | 2 | -4 | -1 | -5 | 1.8 | -10 | -8 | 4 | -4 | x
Cc1ccc(OCCN2CCNCC2)c([N+](=O)[O-])c1 | 1 | 3 | 6 | 6 | 1.0 | -5 | 0 | -4 | 4 | 0
COc1cc(/C=C(/C(=O)O)c2ccc(-c3ccccc3)cc2)cc(OC)c1OC | -6 | -5 | -2 | -4 | -1.5 | -11 | 1 | 0 | 0 | -1
COc1cccc(/C=C/C(=O)OCC(=O)N2CCCC2)c1OC | 3 | 3 | 6 | -2 | -0.3 | 3 | -5 | 23 | -23 | 5
O=C(Nc1ccnn1C1CCN(CC2CC=CCC2)CC1)c1ccccc1 (configuration not stated) | 5 | -6 | -5 | -1 | 0.1 | 1 | 0 | 0 | 0 | 0
CC(C)Oc1ccc(S(=O)(=O)N2CCOCC2)cc1NC(=O)c1nn(C)c(=O)c2ccccc12 | 1 | 5 | 1 | -18 | 1.8 | -7 | 4 | 45 | -45 | 1
CNc1c(N)c(=O)oc2ccccc12 | 5 | 2 | -5 | -16 | 0.3 | -11 | -2 | 19 | -19 | 2
CCN(CC)CCn1c2c(c(SCC(=O)Nc3ccc4c(c3)OCCO4)nc1=O)CCCC2 | 5 | 8 | -4 | 5 | 4.3 | -11 | -8 | 7 | -7 | 0
O=c1c(CN2CCN(Cc3ccccc3F)C(CCO)C2)coc2ccccc12 (configuration not stated) | -2 | -4 | -6 | x | 1.8 | -14 | 1 | -8 | 8 | 1
Cc1ccc2c(c1)c1ncnc(N3CCN(c4ccccc4)CC3)c1n2C | -1 | 4 | -14 | -27 | -1.2 | -11 | 7 | -7 | 7 | x
c1cn(CCCNC2=NCCCCC2)cn1 | 8 | 2 | -1 | x | 0.2 | -10 | -1 | 13 | -13 | x
COC(=O)c1ccc(NC(=O)CN(Cc2ccc(Cl)cc2)S(C)(=O)=O)cc1 | 3 | 4 | -9 | -1 | -1.3 | 3 | -5 | 18 | -18 | x
C[C@@H]1CN([C@@H](C)CO)C(=O)c2cccc(NS(C)(=O)=O)c2O[C@H]1CN(C)Cc1ccc(C(=O)O)cc1 | -7 | -9 | 2 | -5 | -1.0 | -5 | 3 | -2 | 2 | 20
O=C(NCNC(=O)c1ccccc1)c1ccccc1 | 3 | 17 | 2 | -7 | -0.8 | 1 | 2 | 8 | -8 | -4
Cc1ccc(C)c(C(=O)COc2ncnc3ccccc23)c1 | -7 | -7 | -14 | 47 | -0.1 | -7 | -6 | -4 | 4 | 1
Cc1ccc(CCNC(=O)CC(C)CC2=NS(=O)(=O)c3ccccc3N2)cc1 (configuration not stated) | 1 | 1 | -5 | -7 | 0.1 | -14 | 5 | -13 | 13 | 1
COC(=O)c1cc2sccc2n1Cc1nc(-c2ccc(Cl)cc2)oc1C | 3 | 0 | -9 | x | -0.1 | -11 | -1 | -14 | 14 | 6
COc1cc(/C=N/NC(=O)CSc2ccccn2)ccc1OC(C)C | x | 4 | -5 | x | 0.5 | -8 | x | 1 | -1 | 0
CCCn1nc2cc(C(=O)NCCc3ccc(C)cc3)ccc2c1OCC | 2 | 1 | -6 | -10 | 0.2 | -15 | 9 | 2 | -2 | -1
COc1ccc(C(=O)NCCCN2CCN(CCCNC(=O)c3ccc(OC)c(OC)c3)CC2)cc1OC | -2 | -6 | -5 | 0 | 0.4 | -5 | -2 | 3 | -3 | 3
CN(C)CCCNCCNC(=O)/C=N\O | 12 | 5 | 5 | 7 | -0.7 | -3 | 1 | 2 | -2 | 2
O=C(N/N=C\c1ccc(F)cc1)c1cc(OCC(F)(F)F)ccc1OCC(F)(F)F | -2 | 9 | 1 | -2 | -1.8 | 6 | -1 | -54 | 54 | x
